KB-V1 MDR tox: kills drug-selected multidrug resistant KB-V1 cells; AID 1347076; Potency, µM (doses to about 46.1 µM), for inactives: top-dose activity change, negative = cytotoxicity, hits mostly cytotoxic; KB-V1 MDR cells viability, CellTiter-Glo, 72 h; 3.4% of 400,000 active; note: potency is the fitted concentration of half-maximal effect; % is set by controls: 0 for no effect and ±100 for the full control effect; nearly all actives have a fitted effect of over 60% in size
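Readout: CellTiter-Glo luminescence, 10 min after addition. Cells: KB-V1 MDR subline, 72 h at 37 degrees C with compound. Analysis: corrected, normalized data fitted to concentration-effect curves.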
IL-1B inflam inh: inflammasome signaling inhibition, IL-1 beta readout. THP-1 LPS/ATP IL-1B secretion, AlphaLISA, 16 h; hits give low values. activity change, % at 57.5 µM. 4.7% of 360,000 active. AID 743279; in the data active = activity change below about -50%; inconclusive = mostly about -30% to -49%; note: % is set by controls: 0 for no effect and ±100 for the full control effect
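Secreted IL-1B measured by AlphaLISA bead assay after 16 h compound exposure of THP-1 cells; compounds (final up to 57.5 uM) added 1 h before LPS (250 ng/mL) and ATP (1.25 mM) stimulation; lower signal means less secretion.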
ATXN viability: viability counter-screen for ATXN expression inhibitors. S2 cells (HEK-293 line with an ATXN2-luciferase reporter) viability, CellTiter-Fluor protease fluorescence, 24 h. Potency, µM (doses to about 56.7 µM), usual class: cytotoxic. 0.49% of 400,000 active; note: potency is the fitted concentration of half-maximal effect; nearly all actives have a fitted effect of over 40% in size
HT1080 IDH1KD tx: toxicity to HT-1080 IDH1 knockdown cells (counter line); 2% of 360,000 active; HT-1080 IDH1 knockdown viability, ATP luminescence, 48 h; Potency, µM (highest dose often 46.1 µM), inactives show top-dose activity, negative = toxicity, hits mostly cytotoxic;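 note: potency is the fitted concentration of half-maximal effect; 0% = DMSO wells and -100% = cell-free medium wells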
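Viability of IDH1-knockdown HT-1080 fibrosarcoma cells was assessed by CellTiter-Glo after 48 h at 37 °C with titrated compound; concentration-effect curves were classified by fit quality and response size.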
MCF10A rereplic: DNA re-replication induction in MCF 10a cells; MCF 10A DNA re-replication, Hoechst nuclear intensity, 48 h; Potency, µM (series often up to 46.1 µM), for inactives: top-dose activity, positive = re-replication, hits mostly activators; 2.9% of 350,000 active; AID 624296; note: potency is the fitted concentration of half-maximal effect; % of control where 0% means no effect; nearly all actives have a fitted effect of over 50% in size
SW480 rerep: DNA re-replication induction in SW480 cells; 1.8% of 340,000 active; SW480 DNA re-replication, Hoechst DNA content imaging, 48 h; Potency, µM (highest dose often 46.1 µM), for the others: at the top dose re-replication activation, usual class: activators; note: potency is the fitted concentration of half-maximal effect; % of control where 0% means no effect; nearly all actives have a fitted effect of over 55% in size
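Image-based DNA-content assay: after two days of treatment, nuclei were labelled with the DNA dye Hoechst and imaged, and hits were compounds raising the count of nuclei showing high fluorescence intensity.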
KB-3-1 cytotox: kills parental KB-3-1 adenocarcinoma cells; KB-3-1 viability, CellTiter-Glo ATP luminescence, 72 h; Potency, µM (doses to about 46.1 µM), for inactives: top-dose activity change, negative = cytotoxic, usual class: cytotoxic; 1.4% of 400,000 active; AID 1347075; note: potency is the fitted concentration of half-maximal effect; % is set by controls: 0 for no effect and ±100 for the full control effect; nearly all actives have a fitted effect of over 60% in size
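72 h, 37 °C compound treatment of KB-3-1 parental cells; CellTiter-Glo added, 10 min, luminescence read. Data corrected against DMSO-only plates and normalized before curve fitting.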
HT1080NT lethal: kills 2HG-producing HT-1080-NT fibrosarcoma cells | 1.6% of 360,000 active | Potency, µM (titrated, usually from 46.1 µM), inactives show top-dose activity, negative = less viability, actives largely listed as cytotoxic | HT-1080-NT fibrosarcoma viability, CellTiter-Glo ATP luminescence, 48 h | AID 686970;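 note: NT is the 2HG producing partner of a matched IDH1 knockdown line; potency is the fitted concentration of half-maximal effect; 0% = DMSO-treated cells and -100% = media-only wells without cells; nearly all actives have a fitted effect of over 55% in size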
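750 cells/well, RPMI + 5% FBS; 2 h settle, compound pin-transfer, 48 h at 37 degrees C. CellTiter-Glo 10 min RT, luminescence. Normalized to DMSO and media-only wells.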
ATXN2 expr inh: reduces ATXN2 reporter expression in HEK-293 cells. HEK-293 ATXN2-luciferase reporter, luminescence, 24 h. Potency, µM (series often up to 57 µM), for the others: top-dose activity change, negative = inhibition, usual class: inhibitors. 0.72% of 360,000 active; note: potency is the fitted concentration of half-maximal effect; % is set by controls: 0 for no effect and ±100 for the full control effect; nearly all actives have a fitted effect of over 55% in size
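qHTS (up to 57 uM final) was run with 24 h compound exposure of reporter cells at 37 °C. Each well was multiplexed: SteadyGlo luminescence measured ATXN2-luciferase expression after a fluorogenic Gly-Phe-AFC viability readout (25 uM final).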
Starred values were filed as active, the others as inactive; i = inactive; ? = inconclusive; . = not tested or not shown; & = joins results of further samples; [ ] = dose if it differs, or a comment. Unless noted, calls come from the whole dose curve; as a rule, active = well fitted curve in the direction sought with a large enough effect; inconclusive = small, poorly fitted or top-dose-only effect, or another doubt; inactive = no such curve, though single readings can be large; an effect the other way counts as inactive or inconclusive.

1. CCOC(=O)C(C)Sc1nnc(NC(=O)c2ccc3c(c2)OCO3)s1 (centres undefined)
2. O=C(OCCN=C1NS(=O)(=O)c2ccccc21)c1cccs1
3. Nc1nnc(CSCc2cccc(Br)c2)s1
4. NC(=O)COc1ccc2oc(=O)cc(-c3cc4ccccc4o3)c2c1
5. CC(=O)Nc1ccc(-c2csc(NC=C3C(=O)OC(C)(C)OC3=O)n2)cc1
6. CCOC(=O)COc1ccccc1/C=N/O

assay / entry	1	2	3	4	5	6
KB-V1 MDR tox	-17%	-11%	?	2%	26%	9%
IL-1B inflam inh	-12	-9	-28	-27	-7	0
ATXN viability	i	i	i	i	i	i
HT1080 IDH1KD tx	23%	1%	-9%	-4%	6%	15%
MCF10A rereplic	4%	-3%	-5%	-2%	-3%	2%
SW480 rerep	-1%	-4%	?	?	-1%	-4%
KB-3-1 cytotox	-3%	-3%	0%	20%	6%	10%
HT1080NT lethal	6%	1%	-14%	-1%	8%	11%
ATXN2 expr inh	-7%	-11%	6%	-6%	.	0%

Three of the compounds above, with bars between the fields:
nr | mol | KB-V1 MDR tox | IL-1B inflam inh | ATXN viability | HT1080 IDH1KD tx | MCF10A rereplic | SW480 rerep | KB-3-1 cytotox | HT1080NT lethal | ATXN2 expr inh
2 | O=C(OCCN=C1NS(=O)(=O)c2ccccc21)c1cccs1 | -11% | -9 | i | 1% | -3% | -4% | -3% | 1% | -11%
3 | Nc1nnc(CSCc2cccc(Br)c2)s1 | ? | -28 | i | -9% | -5% | ? | 0% | -14% | 6%
4 | NC(=O)COc1ccc2oc(=O)cc(-c3cc4ccccc4o3)c2c1 | 2% | -27 | i | -4% | -2% | ? | 20% | -1% | -6%

(continued)
7. CS/C(=N\S(=O)(=O)c1cccs1)Nc1ccc(Cl)cc1
8. COCCCN1C(=O)C(=O)/C(=C(/O)c2ccc3c(c2)OCCO3)C1c1ccc(C(=O)OC)cc1 (centres undefined)
9. Cc1ccc(NC(=O)CC(=O)c2ccccc2)cc1C
10. COc1cccc(NC(=O)N(C)C[C@H]2OCc3cnnn3CCCC(=O)N([C@H](C)CO)C[C@@H]2C)c1
11. O=c1cc(N2CCOCC2)c2ccccc2o1
12. C#C[C@]1(O)CC[C@H]2[C@@H]3CCc4cc(O)ccc4[C@H]3CC[C@@]21C

assay / entry	7	8	9	10	11	12
KB-V1 MDR tox	-24%	16%	-4%	-14%	-15%	16µM*
IL-1B inflam inh	0	17	-12	23	18	26
ATXN viability	i	i	i	i	i	?
HT1080 IDH1KD tx	-20%	9%	-9%	1%	8%	21µM*
MCF10A rereplic	4%	-5%	-11%	.	6%	18µM*
SW480 rerep	1%	-2%[9.22 µM]	?	.	-5%	?
KB-3-1 cytotox	0%	6%	-2%	3%	-2%	?
HT1080NT lethal	-14%	13%	9%	4%	1%	9.2µM*
ATXN2 expr inh	1%	10%	34%[activator]	9%	1%	-9%&-22%

13. COc1ccc(NC(=O)NNC(=O)COc2ccc([N+](=O)[O-])c(C)c2)cc1OC
14. COC(=O)C1C2CCCCC1C(=O)O2 (centres undefined)
15. CNC(=S)N(Cc1ccc(OC)cc1)Cc1cc2cccc(C)c2[nH]c1=O
16. Cc1cc(C)c2nc(N3CCCC(C(=O)NC4CCCC4)C3)sc2c1 (centres undefined)
17. O=C(CN1C(=O)CC(c2ccccc2)=Nc2ccccc21)NC1CCCCC1
18. CCN(CC)C(=O)CSc1nc(O)cc(=O)n1C

assay / entry	13	14	15	16	17	18
KB-V1 MDR tox	1%	23%	?	-20%	0%	-3%
IL-1B inflam inh	i	0	-18	5	-24	-12
ATXN viability	?	i	i	i	i	i
HT1080 IDH1KD tx	-1%	2%	0%	-3%	-4%	-5%
MCF10A rereplic	5%	0%	?	13%	8%	1%
SW480 rerep	-25%	-2%	?	-8%	22%	-1%
KB-3-1 cytotox	-2%	4%	-5%	-25%	-25%	1%
HT1080NT lethal	0%	13%	-2%	7%	-17%	5%
ATXN2 expr inh	-8%	-21%	-19%	11%	-6%	3%

Looked up above.
In SW480 rerep, no. 13 reads -25%
In IL-1B inflam inh, no. 15 reads -18

(more compounds)
19. COc1ccc(OC)c(C(=O)NC(CC(N)=O)c2ccc(NCCOc3ccccc3)c([N+](=O)[O-])c2)c1 (centres undefined)
20. CCOc1ccc(NC(=O)N(CCN(C)C)C(C)c2ccncc2)cc1 (centres undefined)
21. Cc1ccccc1-c1nc2ccccc2c(=O)n1C1CCS(=O)(=O)C1 (centres undefined)
22. CCN(CC)CCNC(=O)c1ccc(Cn2c(SCc3ccccc3)nc3cccnc32)cc1
23. COc1cc(C(C2C(=O)CC(C)(C)CC2=O)C2C(=O)CC(C)(C)CC2=O)ccc1OC(C)=O
24. CCOc1ccccc1NC(=O)CN1C(=O)C2(SCC(=O)N2c2cccc(F)c2)c2ccccc21 (centres undefined)

assay / entry	19	20	21	22	23	24
KB-V1 MDR tox	-11%	-11%	4%	2%	6%	-18%
IL-1B inflam inh	-3	-9	0	.	.	.
ATXN viability	i	i	?	?	i	i
HT1080 IDH1KD tx	0%	-2%	5%	.	9%	.
MCF10A rereplic	1%	-2%	2%	.	-11%	.
SW480 rerep	1%	-3%	-6%	.	-6%	.
KB-3-1 cytotox	-17%	4%	6%	?	7%	-5%
HT1080NT lethal	6%	0%	5%	.	20%	.
ATXN2 expr inh	4%	-1%	-10%	-6%	-16%	9%

25. CC(CC(=O)N(C)c1c(N)n(Cc2ccccc2)c(=O)[nH]c1=O)c1ccccc1 (centres undefined)
26. O=C(CNC(=O)c1ccco1)NCC(=O)OCc1c(F)cccc1Cl
27. COc1ccc(OC)c(NC(=O)COC(=O)Cc2ccc(Br)cc2)c1
28. Cc1ccccc1OCC(=O)NNC(=O)c1ccoc1C
29. CCn1c(COc2ccccc2C)nc2ccccc21
30. COC(=O)c1cc2oc3ccccc3c2n1Cc1ccccn1

assay / entry	25	26	27	28	29	30
KB-V1 MDR tox	4%	1%	-14%	-11%	?	-3%
IL-1B inflam inh	13	0	10	0	-9	23
ATXN viability	i	?	i	i	i	i
HT1080 IDH1KD tx	-4%	-4%	-1%	6%	-19%	-14%
MCF10A rereplic	0%	0%	-19%	0%	3%	16%
SW480 rerep	-3%	1%	0%	-3%	-5%	0%
KB-3-1 cytotox	2%	0%	0%	3%	-3%	-1%
HT1080NT lethal	1%	9%	-9%	8%	-14%	-4%
ATXN2 expr inh	0%	-6%	-16%	-15%	33%[activator]	8%

31. O=C(CSc1nnc(-c2ccccc2F)n1C1CC1)Nc1ccc2[nH]c(=O)[nH]c2c1
32. Clc1ccc(CN2CCCCCCC2)cc1
33. Oc1c(C=C2N=c3ccccc3=N2)sc(=S)n1C1CCCCC1
34. Cc1cccc(Nc2nc3c(s2)CCCC3)c1
35. COC(=O)C1(C)CCc2cc(OC)ccc2C1=O (centres undefined)
36. O=C(CCCN=C1NS(=O)(=O)c2ccccc21)OCC(=O)c1ccc(F)cc1

assay / entry	31	32	33	34	35	36
KB-V1 MDR tox	-3%	2%	-19%&11%	?	0%	?
IL-1B inflam inh	-4	-20	0&3	-5	32	27
ATXN viability	.	i	?	i	i	i
HT1080 IDH1KD tx	9%	8%	24%&25%	0%	11%	11%
MCF10A rereplic	-3%	9%	-2%&-4%	89%	11%	0%
SW480 rerep	?	-3%	3%&1%	-111%[inhibitor]	-2%	-35%[inhibitor]
KB-3-1 cytotox	15%	3%	6%&1%	-26%	16%	9%
HT1080NT lethal	0%	18%	?	-6%	9%	11%
ATXN2 expr inh	.	-1%	-1%&-16%	124%[activator]	5%	-6%

37. COc1ccc(N2CC(C(=O)Nc3ccc(S(=O)(=O)Nc4nccs4)cc3)CC2=O)c(OC)c1 (centres undefined)
38. Cc1cccc(OCC(=O)N/N=C/c2sc(=O)n(Cc3cccc(C(=O)O)c3)c2Cl)c1
39. C[C@H](CO)N1C[C@H](C)[C@@H](CN(C)S(=O)(=O)c2ccc(F)cc2)Oc2ccc(NC(=O)Cc3cn(C)c4ccccc34)cc2C1=O
40. CN(C(=O)c1ccc(NC(=O)Cc2ccc(NC(=O)C3CCCN(C(=O)C4CC4)C3)cc2)cc1)C1CC1 (centres undefined)
41. O=C1CC(=C(c2ccccc2)c2ccccc2)C(=O)N1CCCN1CCN(c2cccc(Cl)c2)CC1
42. COc1ccc(C2=NS(=O)(=O)N(C)C(C(=O)NCc3ccco3)=C2)cc1OC
43. CC(=O)c1cnc2ncnn2c1C
44. CCCNC(=O)c1cc(C2CCCCN2S(=O)(=O)c2cn(C)cn2)on1 (centres undefined)

assay / entry	37	38	39	40	41	42	43	44
KB-V1 MDR tox	?	8%	19%	19%	3%	-3%	?	4%
IL-1B inflam inh	-7	21	-26	-9	-20	-15	11	2
ATXN viability	?	i	i	i	i	i	i	i
HT1080 IDH1KD tx	1%	-3%	-9%	7%	-20%	5%	9%	0%
MCF10A rereplic	-3%	?	5%	23%	19%	1%	1%	.
SW480 rerep	-8%	-8%	?	-1%	?	-1%	0%	.
KB-3-1 cytotox	4%	5%	4%	-15%	6%	2%	8%	0%
HT1080NT lethal	3%	1%	-4%	20%	-21%	17%	13%	28%
ATXN2 expr inh	.	-5%	3%	5%	-4%	5%	3%	6%

Three entries from above, sorted by length of the SMILES, largest number first.
41. O=C1CC(=C(c2ccccc2)c2ccccc2)C(=O)N1CCCN1CCN(c2cccc(Cl)c2)CC1
42. COc1ccc(C2=NS(=O)(=O)N(C)C(C(=O)NCc3ccco3)=C2)cc1OC
43. CC(=O)c1cnc2ncnn2c1C

assay / entry	41	42	43
KB-V1 MDR tox	3%	-3%	?
IL-1B inflam inh	-20	-15	11
ATXN viability	i	i	i
HT1080 IDH1KD tx	-20%	5%	9%
MCF10A rereplic	19%	1%	1%
SW480 rerep	?	-1%	0%
KB-3-1 cytotox	6%	2%	8%
HT1080NT lethal	-21%	17%	13%
ATXN2 expr inh	-4%	5%	3%

Screening results (PubChem BioAssay)
